V-ATPase pH – alters yeast V-ATPase proton transport. 0.37% of 350,000 active. AID 504577. S. cerevisiae, pHLuorin cytosolic pH fluorescence. response, % at 10 µM; in the data active = response mostly above about 7.3%, no sharp cut-off; inactive = mostly below about 5.4%; note: actives read high; inactives centre near 0; some compounds called inactive have numbers as strong as hits
MITF act – activators of MITF-driven TRPM1 promoter activity in SK-MEL-5 cells; SK-MEL-5 TRPM1-promoter luciferase, 24 h; % of positive control, neutral wells = 0; activation, % at 12.5 µM; 0.75% of 300,000 active; AID 588334;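 active = mean activation of at least 80% with every replicate also reaching 80%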;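 note: 0% = neutral control wells and 100% = parthenolide positive control wells; values of inactives mirror those of a sister screen read the other way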
Rtt109 HAT inh – inhibitors of Candida albicans Rtt109/Vps75 histone acetyltransferase. 0.16% of 330,000 active. purified Rtt109/Vps75, ThioGlo CoA-SH fluorescence, 4 h. inhibition, % at 34.9 µM. AID 540336;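 active = inhibition of at least 50% in every replicate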
Tat transport – inhibitors of E. coli Tat protein transport; E. coli MC4100 TorA-mCherry Tat export, fluorescence; 0.036% of 340,000 active; inhibition, % at 10 µM;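 active = mean replicate inhibition at least 50% and at least half of replicates individually reaching 50%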;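 note: exported cargo escapes ClpAP degradation while cytoplasmic cargo is degraded and loses fluorescence; 0% = median of neutral control wells and 100% = median of NaSCN control wells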
dFosB activator – mouse delta FosB homodimer activation. P13346. purified delta FosB, TAMRA-CDK5 oligo fluorescence polarization; percent of positive-control signal above neutral wells. activation, % at 25 µM. 0.99% of 340,000 active. AID 493131;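 active = mean activation above about 17%, with every replicate also reaching it, limit read from the data, passing the limit was not always enough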;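 note: fluorescence polarization rise as delta FosB binds a TAMRA Cdk5 AP-1 oligo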
Target sequence (P13346 whole entry, looked up): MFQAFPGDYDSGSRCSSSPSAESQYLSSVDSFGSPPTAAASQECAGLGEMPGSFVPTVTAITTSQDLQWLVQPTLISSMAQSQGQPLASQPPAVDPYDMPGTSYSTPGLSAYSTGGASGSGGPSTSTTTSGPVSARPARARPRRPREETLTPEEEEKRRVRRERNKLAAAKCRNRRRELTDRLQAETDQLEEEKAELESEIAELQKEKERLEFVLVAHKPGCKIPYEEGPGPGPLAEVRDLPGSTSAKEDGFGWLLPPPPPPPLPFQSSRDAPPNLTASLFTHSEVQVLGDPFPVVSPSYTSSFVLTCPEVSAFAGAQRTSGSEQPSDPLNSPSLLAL
CAL PDZ FP-1 – inhibitors of human CAL PDZ peptide binding. 0.92% of 300,000 active. purified CAL PDZ, TMR-peptide fluorescence polarization, 1 h. Q9HD26. AID 602252. inhibition, % at 24.9 µM;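 active = mean inhibition of at least 30% with at least half of replicates also reaching 30%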;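 note: 0% = DMSO neutral control and 100% = excess unlabeled competitor peptide PRC23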
CDK5 p35 inh – CDK5/p35 (human) kinase inhibition; Q00535+Q15078; Recombinant CDK5/p35, ADP-Glo luminescence, 60 min; inhibition, % at 10 µM; 0.01% of 330,000 active; AID 488839;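 active = highest replicate inhibition of at least 50% and at least 75% of replicates reaching 50%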;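 note: plate controls were DMSO neutral control for no effect and GW8510 at 10 µM for full effect; many of its hits are not listed in these tables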
Target sequence (Q00535 whole entry, looked up): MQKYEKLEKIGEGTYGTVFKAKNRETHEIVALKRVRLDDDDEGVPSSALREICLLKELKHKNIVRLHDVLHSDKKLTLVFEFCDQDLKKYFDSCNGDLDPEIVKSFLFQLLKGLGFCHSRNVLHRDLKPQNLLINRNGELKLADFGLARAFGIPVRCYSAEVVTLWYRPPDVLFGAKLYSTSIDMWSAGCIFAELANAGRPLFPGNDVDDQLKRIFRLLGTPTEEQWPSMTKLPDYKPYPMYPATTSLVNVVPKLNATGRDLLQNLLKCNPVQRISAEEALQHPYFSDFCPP
Target sequence (Q15078 whole entry, looked up): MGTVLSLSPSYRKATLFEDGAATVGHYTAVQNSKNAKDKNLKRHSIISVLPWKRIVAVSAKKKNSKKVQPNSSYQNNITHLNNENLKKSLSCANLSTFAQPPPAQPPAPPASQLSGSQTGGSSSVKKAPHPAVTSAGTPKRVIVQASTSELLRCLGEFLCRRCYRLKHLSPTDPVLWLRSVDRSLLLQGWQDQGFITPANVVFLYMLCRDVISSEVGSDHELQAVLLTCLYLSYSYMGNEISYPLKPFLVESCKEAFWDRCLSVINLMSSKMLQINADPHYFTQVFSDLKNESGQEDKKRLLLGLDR
Wnt bcat act – activates Wnt/beta-catenin signaling in a reporter cell assay | activator, plate reader | 1.2% of 300,000 active | activation, % at 9.35 µM; in the data active = activation above about 30%, passing the limit was not always enough;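 note: 0% = neutral control wells and 100% = positive control wells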
cardiac RTF act – cardiac RTF calcium sensitization. IANBD-labeled TnC RTF fluorescence at EC20 calcium; 0% EC20 calcium, 100% full calcium. activation, % at 7.2 µM. 0.24% of 340,000 active;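 active = activation above the mean over all tested compounds plus 3 SD, cut at about 30% in these data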;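 note: rise in fluorescence read as greater calcium sensitivity of cardiac thin filaments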
CAL PDZ FP-2 – human CAL PDZ-peptide interaction inhibition; Q9HD26; purified CAL PDZ, TMR-peptide fluorescence polarization, 1 h; inhibition, % at 20 µM; 0.02% of 330,000 active; AID 504414;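 active = highest replicate inhibition of at least 40%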;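 note: plate controls were DMSO neutral control wells for no effect and unlabeled competitor peptide control wells for full effect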
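Test system: purified CerCALP PDZ construct; Compound dosing: one concentration, 20 µM compound; Also added: TMR-labelled reporter peptide T*-PRC34 bound in PDZ groove; Read-out: inhibition from polarization loss; Controls: unlabelled peptide and DMSO controls; Signal: FP readout, S and P plane fluorescence; Incubation: 1 h at RT.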
The depositor's hits bear a star; . = not tested or not shown; & = joins results of further samples.

SMILES | V-ATPase pH | MITF act | Rtt109 HAT inh | Tat transport | dFosB activator | CAL PDZ FP-1 | CDK5 p35 inh | Wnt bcat act | cardiac RTF act | CAL PDZ FP-2
O=C(Nc1nnc(SCc2ccc(F)cc2)s1)C1CC(=O)N(c2ccc3c(c2)OCCO3)C1 (stereo not given) | 0 | -4 | 36 | 2 | -7 | 6 | 0.5 | -9 | -15 | -2.3
COc1ccc(C(=O)Nc2scc(-c3ccc(Cl)cc3Cl)c2C(N)=O)cc1 | 2 | 63 | -1 | -22 | -6 | -1 | 0.3 | . | 4 | 0.2
COc1ccc(C2CCCN2C(=S)Nc2c(C)cccc2C)cc1OC (stereo not given) | 0 | 13 | 2 | 0 | 0 | -5 | 1.8 | -2 | 1 | -0.7
COc1cccc2cc(NC(=O)C3CCCCC3)c(=O)oc12 | -2 | 110* | 1 | -5 | 0 | . | 0.4 | . | 1 | -2.3
CC1CN(Cc2ccccc2Cl)CC(C)O1 (stereo not given) | -2 | -7 | -4 | 5 | -1 | -1 | -2.3 | 0 | -3 | -2.3
C/C(N)=C(/C#N)C(=O)CSc1nnc(COc2ccccc2Cl)o1 | 1&0 | 16&-2 | -6&-2 | -14&-2 | -7&0 | 0&-4 | 1.0&1.3 | -5&6 | 3&-7 | -1.2&-0.3
NC(=O)C(c1ccc(Cl)cc1)c1ccc(Sc2ccc(Cl)cc2)nn1 (stereo not given) | -3 | -4 | 8 | 8 | -11 | 1 | -0.5 | . | -6 | .
c1ccc(NNC2=NCCCCC2)cc1 | 3 | -4 | -7 | -8 | -5 | 22 | 0.4 | -4 | 4 | .
C=C(C)CNC(=S)NN=C1c2ccccc2-c2ccccc21 | 1 | -8 | 0 | -4 | -9 | 2 | 0.3 | . | -2 | -0.6
CC(Oc1ccccc1F)C(=O)NNC(=O)c1cccc(S(=O)(=O)N2CCN(C)CC2)c1 (stereo not given) | -9 | 11 | -12 | -6 | 1 | 1 | 0.0 | -1 | -3 | 0.6
Cc1c(C(=O)N2CCN(c3ccccc3F)CC2)sc2ncn(CC(=O)N3CCOCC3)c(=O)c12 | 1 | 0 | -1 | 1 | -7 | -5 | -4.0 | . | 3 | 0.5
COc1ccc(N(CC(=O)NC(C)c2ccccc2)S(=O)(=O)c2c(C)noc2C)cc1 (stereo not given) | 0 | -1 | -9 | 36 | -6 | 1 | -6.0 | 2 | 12 | -0.6
COC(=O)c1ccc(C)c(NC(=O)CCCN2C(=O)NC(C)(C)C2=O)c1 | -2 | 1 | -10 | 4 | -3 | 6 | 0.3 | 0 | -1 | 0.8
COc1cc(CNc2ccc(N3CCCC3)cc2)ccc1OCc1ccccc1F | 0 | 10 | 3 | -1 | 1 | 2 | 0.9 | . | 0 | 0.4
FC(F)(F)c1ccc(-c2nnc(-c3cccnc3)o2)cc1 | 4 | 33 | . | -4 | -8 | -2 | -1.1 | 2 | 0 | -0.9
Cc1cc(C)cc(N(CCC#N)C(=O)COC(=O)c2nc3nc(C)cc(C)n3n2)c1 | -1 | -4 | -6 | 2 | 8 | 0 | 0.2 | -3 | 4 | 0.5
O=C(NCCS(=O)(=O)N1CCN(c2ccccc2)CC1)c1ccccc1F | -3 | 2 | 1 | -1 | 6 | . | 0.1 | -1 | -4 | 0.6
Cc1ccc(Cn2ccc(NC(=O)c3noc4c3CCCC4)n2)cc1 | 1 | 26 | -8 | 10 | -5 | . | -1.2 | . | 2 | -1.7
Cc1ccccc1CCN1CCCC(CN(C)C(=O)c2ccc3ncccc3c2)C1 (stereo not given) | 0 | . | -3 | 3 | -10 | -3 | -0.2 | -1 | -3 | 0.3
COc1ccc(C2/C=C\CN(C(=O)OCc3ccccc3)CC(=O)N2Cc2ccc(F)cc2)cc1 (stereo not given) | 8 | 1 | 4 | 9 | -12 | 28 | -1.0 | -3 | 0 | -2.2
CC(=O)Nc1cccc(C(=O)/C=C/c2ccc(F)cc2)c1 | 8 | 4 | -7 | 1 | -13 | 5 | 4.1 | 11 | 2 | 0.5
OC(COCc1ccco1)CN1CCN(C(c2ccccc2)c2ccccc2)CC1 (stereo not given) | -3 | -5 | 0 | -8 | -3 | 7 | -1.2 | . | -2 | 0.8
Cc1cccc(NC(=O)C2CCCN2C(=O)OCC(C)C)c1 (stereo not given) | -1 | . | . | -2 | 2 | 0 | -0.4 | -6 | -7 | -3.2
O=C(O)c1cc(-c2ccc3c(c2)OCO3)nc2ccc(Br)cc12 | -3 | -6 | -1 | -11 | -1 | -6 | -3.7 | -2 | 0 | -7.3
COc1ccc(O)c(C(=O)c2cnn(C(=O)c3cccc(S(=O)(=O)N(C)C)c3)c2)c1 | -2 | 11 | -9 | -7 | 37* | . | 3.1 | -2 | -4 | 0.7
CC(C)C(=O)NC(c1cccc([N+](=O)[O-])c1)c1c(O)ccc2ccccc12 (stereo not given) | -1 | 38 | -3 | -7 | -1 | 1 | -1.7 | 12 | -3 | .
CCc1ccc(C(=O)COC(=O)c2ccco2)cc1 | 6 | 100* | -7 | -4 | 2 | . | -0.3 | 9 | 1 | -0.3
O=C1NC(c2ccccc2OC(F)F)Oc2ccccc21 (stereo not given) | 0 | 0 | . | -8 | -3 | -5 | 1.2 | 0 | -2 | -0.5
Cc1cc(=O)oc2c3c(cc(OCC(=O)N[C@H](C(=O)O)c4ccccc4)c12)OC(C)(C)CC3 | -2 | 9 | -19 | -1 | -4 | -7 | -1.6 | 0 | 3 | -1.7
COc1ccccc1CN1CC(C(=O)N(C)Cc2ccc(C)o2)CCC1=O (stereo not given) | 1 | 0 | -4 | -7 | -12 | -3 | 1.1 | 3 | -5 | 0.1
CC1(C)C(=O)Nc2ccccc2N1C(=O)COC(=O)COc1ccc(C#N)cc1 | -1 | -10 | 3 | -16 | 1 | -4 | -0.7 | -1 | -2 | -3.6
Cc1ccc(C(=O)c2ccccc2C(=O)O)cc1C | 5 | -9 | -1 | 0 | -4 | 12 | 0.9 | 0 | -8 | -0.7
C=CCN(C1CCCCC1)S(=O)(=O)c1ccc2c(c1)oc(=O)n2C | 0 | 0 | 1 | 4 | 1 | -1 | 2.7 | -2 | -4 | -0.2
CCOc1ccc(C(=O)NNC(=O)CCNC(=O)c2ccc(Br)cc2)cc1OC | -7 | -6 | -4 | -4 | -7 | . | -1.0 | -2 | -5 | -0.2
O=C(N/N=C\c1ccccc1OCc1ccccc1)c1ccco1 | . | 14 | . | -7 | -30 | 0 | -0.7 | 15 | -4 | -5.7
COc1ccc(C)cc1Nc1cc(C)nc2ncnn12 | 1 | -10 | 4 | 2 | -6 | 2 | -0.3 | -3 | -6 | 0.3
O=C(CCCn1c(=S)[nH]c2cc3c(cc2c1=O)OCO3)NCc1ccco1 | -2 | -9 | -8 | 10 | -5 | -2 | 2.5 | -1 | 0 | 0.4
CC(=O)Nc1c(C(=O)c2ccc(F)cc2)oc2ccccc12 | 2 | . | -15 | 1 | -3 | -3 | -0.1 | . | -1 | -1.4
CNC(=O)CCCCCNS(=O)(=O)c1ccc(C)cc1 | 1 | -9 | -5 | 13 | -3 | -1 | 1.3 | -5 | 0 | -0.5
COc1ccc(-c2nc(SCC(=O)NC3CCCC3)c(-c3ccc(OC)cc3)[nH]2)cc1 | 5 | -8 | 11 | 1 | -9 | . | 0.1 | -2 | 5 | -0.9
CCOC(=O)N1CCN(C(=O)COC(=O)c2cc(Cl)c(O)c(Cl)c2)CC1 | -4 | -2 | -18 | 2 | -10 | 2 | 1.9 | 1 | 4 | -0.5
COc1ccc(CNC(=O)N2CCc3ccccc3C2)cc1Cl | 1 | -23 | -1 | 1 | -4 | 4 | -4.8 | 1 | -4 | .
COC(=O)c1sccc1N/N=C/c1cccc(Oc2ccccc2)c1 | 1 | 73 | 2 | 2 | -4 | . | -0.6 | -5 | 1 | -0.8
COc1ccccc1-c1cc(C(F)(F)F)c(C#N)c(=O)[nH]1 | -1 | -6 | -47 | -4 | 1 | -8 | 4.4 | -1 | 2 | -1.4
C#CCOCCOCCOCCNc1nc(N2CCN(C(=O)C(Cc3cc4ccccc4[nH]3)n3cc(C(N)Cc4ccc(O)cc4)nn3)CC2)nc(N2CCN(C(=O)C(CCC(=O)O)n3cc(C(N)C(C)CC)nn3)CC2)n1 (stereo not given) | 0 | -14 | 13 | 10 | 12 | -6 | -0.9 | -3 | -4 | -0.5
O=C(OCCCCOC(=O)c1ccccc1)c1ccccc1 | -2 | -17 | -4 | -3 | 4 | . | -0.1 | 0 | 6 | -1.0
Cn1c(=O)c2c(ncn2CC(=O)OCCCC(=O)c2ccc(Br)cc2)n(C)c1=O | -5 | -15 | 1 | 6 | 3 | 2 | 0.1 | -8 | 4 | 0.0
Cc1cccc(C(=O)NCC(c2ccc(F)cc2)N2CCOCC2)c1 (stereo not given) | -7 | -10 | 1 | 3 | -1 | 0 | -1.2 | -1 | 0 | -2.2
COc1ccc(CC2(CO)CCN(Cc3cccn3-c3ccccn3)CC2)cc1 | 5 | 0 | -3 | 3 | -4 | -2 | -7.7 | -1 | 2 | 2.4
Cc1ccc(-c2nn3c(C)nnc3c3ccccc23)cc1S(=O)(=O)NC(C)(C)CO | 1 | -4 | 23 | -3 | -12 | 28 | 2.2 | 2 | 5 | -2.1
Cc1cccc(N2CCN(C(=O)COc3cc4oc(=O)cc(C)c4cc3Cl)CC2)c1C | 3 | 11 | -7 | -1 | -7 | -3 | 0.8 | -3 | -2 | -1.8
CC(C)Cn1c(=O)c2ccccc2n2c(SCC(=O)N3c4ccccc4CC3C)nnc12 (stereo not given) | -9 | 0 | . | -4 | -7 | 2 | -0.3 | . | -14 | -1.4
CCC(=O)c1ccc(OCC(O)CN2CC(C)OC(C)C2)cc1 (stereo not given) | 9 | 4 | 4 | 6 | -10 | -2 | -0.1 | -1 | 3 | .
CCOC(=O)N1CCN(C(=O)c2cccc(S(=O)(=O)Nc3ccc(F)cc3)c2)CC1 | 1 | -5 | 17 | 13 | -8 | 0 | 0.9 | 39* | -4 | -2.6
COc1ccc(/C=C2\Oc3ccccc3C2=O)cc1 | -2 | -7 | -9 | -1 | -46 | -2 | 0.6 | 10 | 5 | -0.8

In a second layout: entries from further up.
Each structure is followed by: V-ATPase pH | MITF act | Rtt109 HAT inh | Tat transport | dFosB activator | CAL PDZ FP-1 | CDK5 p35 inh | Wnt bcat act | cardiac RTF act | CAL PDZ FP-2
COc1ccc(CC2(CO)CCN(Cc3cccn3-c3ccccn3)CC2)cc1
 : 5 | 0 | -3 | 3 | -4 | -2 | -7.7 | -1 | 2 | 2.4
Cc1ccc(-c2nn3c(C)nnc3c3ccccc23)cc1S(=O)(=O)NC(C)(C)CO
 : 1 | -4 | 23 | -3 | -12 | 28 | 2.2 | 2 | 5 | -2.1
Cc1cccc(N2CCN(C(=O)COc3cc4oc(=O)cc(C)c4cc3Cl)CC2)c1C
 : 3 | 11 | -7 | -1 | -7 | -3 | 0.8 | -3 | -2 | -1.8
CC(C)Cn1c(=O)c2ccccc2n2c(SCC(=O)N3c4ccccc4CC3C)nnc12 (stereo not given)
 : -9 | 0 | . | -4 | -7 | 2 | -0.3 | . | -14 | -1.4
CCC(=O)c1ccc(OCC(O)CN2CC(C)OC(C)C2)cc1 (stereo not given)
 : 9 | 4 | 4 | 6 | -10 | -2 | -0.1 | -1 | 3 | .

This is a random part of the collection; any-hit rate near 4.1%.
